Assay outcomes (PubChem)
SENP8 block-1: SENP8 protease inhibitors, primary screen, biochemical, luminescence | purified SENP8, Z-RLRGG-aminoluciferin cleavage | AID 2540, 2010 | 1.2% of 330,000 active | inhibition, % at 10 µM | Sentrin-specific protease 8 (Homo sapiens), Q96LD8; in the data active = inhibition above about 50%
Target sequence (Q96LD8 whole entry, looked up): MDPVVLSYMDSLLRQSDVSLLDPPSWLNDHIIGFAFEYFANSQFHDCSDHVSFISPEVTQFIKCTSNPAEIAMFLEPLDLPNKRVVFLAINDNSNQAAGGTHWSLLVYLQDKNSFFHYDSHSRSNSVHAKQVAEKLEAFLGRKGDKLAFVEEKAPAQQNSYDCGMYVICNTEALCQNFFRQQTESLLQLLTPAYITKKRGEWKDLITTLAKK
Apaf-1 inh: inhibitors of human Apaf-1 apoptosome, primary screen, biochemical, DEVD-Rh110 fluorescence, uHTS. Apoptotic protease-activating factor 1 (Homo sapiens), O14727. reconstituted apoptosome caspase-3 activity. inhibition, % at 20 µM. 0.71% of 330,000 active. AID 489030, 2010; active = inhibition of at least 40% at 20 µM;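 note: plate controls were DMSO wells for no effect and DEVD-CHO caspase inhibitor wells for full effect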
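detection = Rh110 fluorescence intensity | test system = biochemical Apaf-1 apoptosome reconstitution | also added = cytochrome c and DEVD-Rh110 substrate | schedule = 30 min plus 50 min, RT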
PfGluPho inh: PfG6PD enzyme inhibitors, primary screen, biochemical, fluorescence intensity, uHTS | 0.78% of 350,000 active | inhibition, % at 20 µM | PfGluPho enzyme, NADPH resazurin-diaphorase fluorescence | glucose-6-phosphate dehydrogenase-6-phosphogluconolactonase (Plasmodium falciparum 3D7);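 active = inhibition reaching at least a set limit at 20 µM in the primary screen, cut at about 59% in these data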;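 note: 0% = DMSO wells with substrate and 100% = DMSO wells lacking glucose-6-phosphate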
HKDC1 inh: HKDC1 hexokinase inhibitors, primary screen, biochemical, fluorescence, uHTS; Q2TB90; recombinant HKDC1, G6PDH/diaphorase resazurin coupled fluorescence; inhibition, % at 20 µM; 0.16% of 340,000 active;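 active = inhibition above about 35% when tested at 20 µM, limit read from the data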;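 note: plate controls were DMSO wells with enzyme for no effect and DMSO wells lacking enzyme for full effect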
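Assay system – recombinant HKDC1 (HK5) hexokinase enzyme, produced in-house · Input – HKDC1 at 5 µg/mL · Reagent – glucose plus 1 mM ATP as hexokinase substrates · Timing – 90 min reaction incubation at room temperature, dark · Measured by – G6PDH/diaphorase-coupled fluorescence, 1 mM NADP, 100 µM resazurin, 525/613 nm · Benchmarks – DMSO-enzyme wells negative, buffer-substituted wells positive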
NALP3 yeast inh: NALP3 inflammasome inhibitors in reconstituted yeast, primary screen, luminescence, uHTS; Yeast reconstituted NLRP3/ASC/caspase-1, beta-gal luminescence, 24 h; inhibition, % at 10 µM; 0.39% of 330,000 active; AID 2825, 2010;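 active = inhibition of 50% or more; inactive = inhibition below 50%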;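 note: plate controls were induced DMSO wells for no effect and uninduced yeast grown without galactose for full effect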
SENP8 block-2: human SENP8 protease inhibitors, primary screen, biochemical, fluorescence, Nedd8 protein substrate, uHTS; 0.64% of 360,000 active; inhibition, % at 20 µM; recombinant SENP8; AID 602440, 2012; in the data active = inhibition mostly above about 40%, no sharp cut-off; inactive = mostly below about 27%
SENP1 inh: human SENP1 catalytic domain inhibitors, primary screen, biochemical, FRET, uHTS | 0.21% of 360,000 active | AID 624204, 2012 | recombinant SENP1 catalytic domain, CyPet-SUMO1-YPet FRET cleavage | inhibition, % at 10 µM;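 active = inhibition at least 30% at 10 µM, raw YFP signal under a set limit, fluorescence ratio 0.5 to 1.5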;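 note: 0% = enzyme with DMSO and 100% = no enzyme wells; some results filed as inactive read as strong as hits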
Target sequence (Q9P0U3 419-644 limits assumed): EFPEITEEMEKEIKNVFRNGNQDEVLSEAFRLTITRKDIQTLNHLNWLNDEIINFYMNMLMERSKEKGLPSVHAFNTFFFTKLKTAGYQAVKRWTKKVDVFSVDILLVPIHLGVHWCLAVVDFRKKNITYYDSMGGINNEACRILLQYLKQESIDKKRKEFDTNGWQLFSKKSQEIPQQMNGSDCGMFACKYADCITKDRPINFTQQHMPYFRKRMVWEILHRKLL
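Compound: 10 µM single point, 0.5% DMSO; Test system: hSENP1 catalytic domain, recombinant; Timing: 50 min reaction at room temperature; Technique: FRET, CFP and YFP emission; Control set: no-enzyme wells low, DMSO-plus-enzyme wells high control.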
SENP6 inh: SENP6 protease inhibitors, primary screen, biochemical, luminescence, uHTS. Recombinant SENP6 catalytic domain, aminoluciferin luminescence. inhibition, % at 10 µM. 1.8% of 330,000 active;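 active = inhibition above about 50% at the single tested dose, limit read from the data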;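 note: plate controls were DMSO wells with enzyme for no effect and DMSO wells lacking enzyme for full effect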
SENP7 inh: SENP7 protease inhibitors, primary screen, biochemical, luminescence, uHTS | recombinant SENP7, Z-RLRGG-aminoluciferin luminescence, 40 min | 1.5% of 330,000 active | Sentrin-specific protease 7 (Homo sapiens), Q9BQF6 | inhibition, % at 5 µM;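 active = inhibition above about 50% at the single test dose, limit read from the data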;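 note: plate controls were DMSO with enzyme for no effect and no enzyme buffer wells for full effect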
Target sequence (Q9BQF6 706-1050 limits assumed): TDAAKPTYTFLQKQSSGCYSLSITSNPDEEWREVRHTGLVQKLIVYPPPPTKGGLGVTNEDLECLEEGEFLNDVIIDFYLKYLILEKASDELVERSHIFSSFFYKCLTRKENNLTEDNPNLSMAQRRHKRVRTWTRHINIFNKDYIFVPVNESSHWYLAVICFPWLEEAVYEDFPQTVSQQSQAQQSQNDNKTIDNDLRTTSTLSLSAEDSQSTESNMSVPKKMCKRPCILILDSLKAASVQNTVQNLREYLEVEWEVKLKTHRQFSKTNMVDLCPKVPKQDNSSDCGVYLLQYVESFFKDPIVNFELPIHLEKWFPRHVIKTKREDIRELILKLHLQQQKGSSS
An asterisk follows results filed as active; nt = no result given.

Keys: A = SENP8 block-1; B = Apaf-1 inh; C = PfGluPho inh; D = HKDC1 inh; E = NALP3 yeast inh; F = SENP8 block-2; G = SENP1 inh; H = SENP6 inh; I = SENP7 inh
COC(=O)c1cccc(NC(=O)CSc2nc(O)c(-c3ccccc3)c(=O)[nH]2)c1
  A: -12	B: 10	C: -22	D: -3	E: 5	F: -12	G: 0	H: -20	I: -4
O=C(CCn1cccc1)Nc1ccc(OC(F)(F)F)cc1
  A: -1	B: 0	C: -3	D: -7	E: 46	F: 2	G: 2	H: -15	I: 2
CN(CC(=O)N1CCN(Cc2ccccc2)CC1)S(=O)(=O)c1ccc(Br)cc1
  A: -2	B: 23	C: -8	D: -1	E: 18	F: 12	G: 3	H: -11	I: -1
O=C(CC(c1ccco1)C1CCCCC1=O)c1ccccc1 (stereo not drawn)
  A: -1	B: -16	C: -4	D: -11	E: 24	F: 14	G: 0	H: 5	I: 3
O=S(=O)(NC1c2cccc3cccc(c23)C1N1CCNCC1)c1ccc(Cl)cc1 (stereo not drawn)
  A: -2	B: 4	C: -18	D: -13	E: 0	F: 16	G: 3	H: 11	I: -8
CCC(=O)NC(=S)Nc1ccccc1C(=O)NC1CCCCC1
  A: -9	B: -4	C: -15	D: -13	E: 2	F: 17	G: 1	H: -11	I: -2
CCOc1ccc(NC(=O)CN(C)C(=O)C2COc3ccccc3O2)cc1OCC (stereo not drawn)
  A: -1	B: 0	C: 6	D: -1	E: 17	F: -3	G: -1	H: -11	I: -7
CN(C)c1cc(Cl)c2nonc2c1N
  A: 96*	B: 94*	C: 12	D: 10	E: 14	F: 89*	G: 5	H: 95*	I: 91*
CCCCNC(=O)CC1N=C2c3ccccc3N=C(SCC(=O)Nc3ccc(OC)cc3)N2C1=O (stereo not drawn)
  A: -2	B: 7	C: 12	D: -5	E: 4	F: -2	G: 1	H: -3	I: 3
Cc1ccc(NC(=O)c2c(C)nn(-c3ccccc3)c2Cl)cc1
  A: -7	B: 5	C: 1	D: -3	E: 4	F: 9	G: 0	H: 8	I: 6

Next section (2 carried over from the part before).
Keys: A = SENP8 block-1; B = Apaf-1 inh; C = PfGluPho inh; D = HKDC1 inh; E = NALP3 yeast inh; F = SENP8 block-2; G = SENP1 inh; H = SENP6 inh; I = SENP7 inh
CCCCNC(=O)CC1N=C2c3ccccc3N=C(SCC(=O)Nc3ccc(OC)cc3)N2C1=O (stereo not drawn)
  A: -2	B: 7	C: 12	D: -5	E: 4	F: -2	G: 1	H: -3	I: 3
Cc1ccc(NC(=O)c2c(C)nn(-c3ccccc3)c2Cl)cc1
  A: -7	B: 5	C: 1	D: -3	E: 4	F: 9	G: 0	H: 8	I: 6
Cc1ccc(COc2ccccc2C(=S)N2CCCC2)cc1
  A: -1	B: 17	C: 25	D: -8	E: 18	F: 6	G: 0	H: -8	I: 5
CCc1ccc(CN2CC(C(=O)O)CC2=O)cc1 (stereo not drawn)
  A: -6	B: -11	C: -18	D: -6	E: -1	F: 10	G: 1	H: 7	I: -4
CCSC1=NCCN1S(=O)(=O)c1ccc(Cl)cc1
  A: -5	B: 3	C: 20	D: -7	E: 34	F: 14	G: 1	H: -20	I: -8
CCSc1ccccc1C(=O)Nc1ccc([N+](=O)[O-])cc1OC
  A: 2	B: 7	C: 9	D: -4	E: 17	F: 13	G: 3	H: 0	I: 8
O=C(COC(=O)c1ccc(Br)o1)NCCNC(=O)COC(=O)c1ccc(Br)o1
  A: -4	B: 3	C: -1	D: -4	E: 19	F: 15	G: 1	H: -15	I: 11
CC(Cc1ccccc1)C(=O)NCc1ccccn1 (stereo not drawn)
  A: -18	B: 1	C: 7	D: -3	E: 8	F: 17	G: 0	H: -16	I: 7
CC(CCC(=O)O)C1CCC2C3CCC4C[C@H](O)CCC4(C)C3CC(=O)C12C (stereo partly drawn)
  A: -5	B: 4	C: -22	D: 0	E: 15	F: 21	G: 3	H: -7	I: 4
O=C(CCc1ccccc1)N1CCCC1
  A: -4	B: -13	C: 8	D: -6	E: 4	F: -2	G: 0	H: 10	I: 5
Cc1cc(C(=O)N2CCN(CCc3ccccc3)CC2)no1
  A: 2	B: -27	C: -4	D: 7	E: -3	F: 3	G: 0	H: 3	I: 3
CCn1nc(C(=O)Nc2nc3ccccc3[nH]2)c2ccccc2c1=O
  A: -10	B: -4	C: 0	D: -10	E: 21	F: 8	G: 3	H: 0	I: 1
O=C(NC1=NCCS1)c1cccc(S(=O)(=O)N2CCOCC2)c1
  A: -1	B: 0	C: -12	D: -4	E: 4	F: 12	G: -1	H: 6	I: -4
O=C(CN1C(=O)c2ccc([N+](=O)[O-])cc2C1=O)Nc1ccccc1N1CCCC1
  A: -4	B: -4	C: -1	D: -6	E: 10	F: 16	G: 1	H: -6	I: 1
COc1ccc(NC(=O)c2cc3ccccc3oc2=O)c(OC)c1
  A: -10	B: -8	C: -7	D: -5	E: 18	F: 13	G: 9	H: -1	I: -22
CC1(C)Oc2ccc3ccc(=O)oc3c2/C(=C/NCCN/C=C2\C(=O)C(C)(C)Oc3ccc4ccc(=O)oc4c32)C1=O
  A: 1	B: 18	C: nt	D: nt	E: -15	F: nt	G: nt	H: 9	I: 0
Cc1cccn2cc(-c3ccc(NC(=O)Cc4ccccc4)cc3)nc12
  A: 2	B: -6	C: -3	D: -6	E: 14	F: -394	G: -6	H: 7	I: -2
COc1ccc(CNC(=O)CSc2nnnn2C)cc1OC
  A: 2	B: -3	C: -8	D: -13	E: 6	F: 13	G: 1	H: 1	I: -6
O=C(C1CCN(S(=O)(=O)N2CCOCC2)CC1)N1CCOCC1
  A: -3	B: -18	C: -9	D: -20	E: -9	F: 7	G: 1	H: -4	I: -10
O=[N+]([O-])c1cc([N+](=O)[O-])c(Oc2cncc(Cl)c2)cc1NN1CCCCC1
  A: 1	B: 15	C: -5	D: -8	E: -7	F: 27	G: -2	H: -16	I: 3
COc1ccc(C(=O)COC(=O)CN2C(=O)C3C4C=CC(C5CC45)C3C2=O)cc1 (stereo not drawn)
  A: 4	B: 1	C: 6	D: -9	E: 12	F: 22	G: 2	H: 10	I: 7
CSc1ccc(S(=O)(=O)N2CCC(C(=O)N3CCOCC3)CC2)cc1
  A: 2	B: -1	C: 0	D: -3	E: 4	F: 12	G: 1	H: -29	I: 0
Cc1ccc(C(=O)N/C(=C\c2ccc(C)o2)C(=O)O)cc1
  A: -5	B: -7	C: 3	D: -7	E: 4	F: -5	G: 1	H: -16	I: -7
COc1ccc(-n2nnnc2SCC(=O)Nc2ccc(OC)cc2OC)cc1
  A: -11	B: -11	C: 3	D: -4	E: 29	F: 11	G: 0	H: -3	I: 7
Cc1ccnc(NC(=O)c2cccc(S(=O)(=O)N3CCN(c4ccccc4)CC3)c2)c1
  A: 29	B: 4	C: 7	D: 0	E: 16	F: -1	G: -2	H: 33	I: 4
O=C(NCc1cccs1)c1cc2c(s1)CCCC2
  A: 17	B: 16	C: 20	D: 3	E: 42	F: -5	G: 2	H: -14	I: 31
CC(C)NC(=O)COc1coc(CN2CCN(c3cccc(Cl)c3)CC2)cc1=O
  A: 8	B: -7	C: 1	D: 4	E: 7	F: -1	G: 1	H: -1	I: -1
CN(C)c1ccc2nc3c(=O)[nH]c(=O)nc-3n(CC(O)C(O)C(O)CO)c2c1 (stereo not drawn)
  A: 15	B: 31	C: 12	D: -1	E: 47	F: 21	G: 60*	H: 19	I: 11
COc1cc(/C=C/C(=O)O)cc(OC)c1
  A: -1	B: -7	C: -18	D: -1	E: -3	F: -44	G: 0	H: 2	I: -2
COc1cccc(NC(=O)Cc2nnc(SCC(=O)NC3=NCCS3)n2C)c1
  A: -4	B: 6	C: 5	D: -5	E: 16	F: 2	G: 1	H: 5	I: 1
CCN(CC)CCCNC(=O)c1cc2c(-c3cccc(OC)c3)nn(C)c2s1
  A: 4	B: 8	C: -32	D: -3	E: 10	F: -275	G: 2	H: 5	I: 2
CCOc1ccc(S(=O)(=O)N/N=C2/CCCC(=O)C2)cc1
  A: 2	B: -3	C: -8	D: -7	E: 5	F: 1	G: -1	H: -11	I: -2
Cc1nn(CCC(N)=O)c2nc(-c3cccs3)cc(C(F)(F)F)c12
  A: -2	B: -2	C: 15	D: -15	E: 10	F: -362	G: 1	H: 0	I: -8
CCCCCn1c(=O)c2ccccc2n2c(CCl)nnc12
  A: 10	B: 13	C: -19	D: 18	E: 9	F: -3	G: -4	H: 4	I: 3
O=C(Nc1nnc(-c2ccccc2F)s1)c1ccccc1F
  A: -12	B: -2	C: -1	D: 0	E: 6	F: -23	G: -1	H: -10	I: 27
Cc1ccc(OCC(=O)N2CCc3ccccc3C2)c([N+](=O)[O-])n1
  A: -12	B: 10	C: -16	D: -6	E: 14	F: 13	G: 1	H: -4	I: -10
CCN1CCN(C(=O)CCNC(=O)Cn2cnc3ccccc3c2=O)CC1
  A: -5	B: 11	C: 6	D: -6	E: 11	F: 8	G: 1	H: -14	I: -4

Complete entries, quoted from the list. Order of values: SENP8 block-1, Apaf-1 inh, PfGluPho inh, HKDC1 inh, NALP3 yeast inh, SENP8 block-2, SENP1 inh, SENP6 inh, SENP7 inh
CCCCCn1c(=O)c2ccccc2n2c(CCl)nnc12 across the screens: 10, 13, -19, 18, 9, -3, -4, 4, 3
Cc1nn(CCC(N)=O)c2nc(-c3cccs3)cc(C(F)(F)F)c12 across the screens: -2, -2, 15, -15, 10, -362, 1, 0, -8
O=C(Nc1nnc(-c2ccccc2F)s1)c1ccccc1F across the screens: -12, -2, -1, 0, 6, -23, -1, -10, 27
Cc1ccc(OCC(=O)N2CCc3ccccc3C2)c([N+](=O)[O-])n1 across the screens: -12, 10, -16, -6, 14, 13, 1, -4, -10
